FLuc modulator: counter-screen for miR-21 project: firefly luciferase inhibitors or activators | P08659 | Potency, µM (series often up to 57.5 µM), inactives show top-dose activity change, negative = inhibition, hits mostly inhibitors | 360,000 tested, 6.9% active | purified FLuc, Km substrates, luminescence inhibition; active = well fitted inhibition curve with a large enough effect; inconclusive = small, poorly fitted or top-dose-only effect;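 also: plate controls were vehicle for no effect and reference inhibitor for full effect; nearly all actives have a fitted effect of over 55% in size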
Target sequence (P08659 whole entry, looked up): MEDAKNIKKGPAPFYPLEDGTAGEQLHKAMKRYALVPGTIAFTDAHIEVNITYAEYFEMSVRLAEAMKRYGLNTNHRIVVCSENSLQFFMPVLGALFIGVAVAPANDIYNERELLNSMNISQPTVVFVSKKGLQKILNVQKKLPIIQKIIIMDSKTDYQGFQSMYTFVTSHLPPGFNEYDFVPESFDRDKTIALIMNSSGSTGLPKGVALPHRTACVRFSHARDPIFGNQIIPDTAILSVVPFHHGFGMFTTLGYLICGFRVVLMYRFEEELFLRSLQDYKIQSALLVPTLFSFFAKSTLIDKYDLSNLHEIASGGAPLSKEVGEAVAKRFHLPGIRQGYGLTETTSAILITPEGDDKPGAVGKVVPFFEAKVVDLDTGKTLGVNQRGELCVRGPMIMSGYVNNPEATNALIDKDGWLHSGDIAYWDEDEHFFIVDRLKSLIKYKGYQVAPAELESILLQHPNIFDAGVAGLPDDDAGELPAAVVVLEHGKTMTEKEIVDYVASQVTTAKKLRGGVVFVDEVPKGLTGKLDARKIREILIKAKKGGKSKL
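Purified P. pyralis luciferase (10nM final) with 10uM D-luciferin and 10uM ATP (Km levels) in 50mM Tris acetate pH 7.5, 10mM Mg acetate, 0.01% Tween-20, 0.05% BSA; qHTS 6-point titration, ~60 µM downward; luminescence read.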
An asterisk follows results filed as active; ? = inconclusive. Potency is read from the fitted curve at half-maximal effect.

Sample of the layout:
SMILES	FLuc modulator
Cc1ccc(S(=O)(=O)N2CCCc3cc(NS(=O)(=O)c4cccc(Cl)c4)ccc32)cc1	-17.6%
Cc1ccc2c(=O)c(C(=O)c3ccc(Cl)cc3)cn(CC(=O)NC3CCCCC3)c2n1	-2.1%
Cc1ccc(N2CCN(C(=O)c3cnn(-c4ccc(F)cc4F)c3C3CCN(C(=O)OC(C)(C)C)CC3)CC2)c(C)c1	-6.2%
CCN(Cc1ccccc1)Cc1c(O)ccc2c(=O)c(-c3ccccc3Cl)coc12	-5.9%
Cc1ccc(S(=O)(=O)Nc2cc3c(cc2NCc2ccccc2)n(C)c(=O)n3C)c(C)c1	?
Cc1ccc2nc3c(cc(C(=O)NC4CCCCC4)c(=N)n3C(C)C)c(=O)n2c1	-2.1%

Results, from the start:
SMILES	FLuc modulator
Cc1ccc(S(=O)(=O)N2CCCc3cc(NS(=O)(=O)c4cccc(Cl)c4)ccc32)cc1	-17.6%
Cc1ccc2c(=O)c(C(=O)c3ccc(Cl)cc3)cn(CC(=O)NC3CCCCC3)c2n1	-2.1%
Cc1ccc(N2CCN(C(=O)c3cnn(-c4ccc(F)cc4F)c3C3CCN(C(=O)OC(C)(C)C)CC3)CC2)c(C)c1	-6.2%
CCN(Cc1ccccc1)Cc1c(O)ccc2c(=O)c(-c3ccccc3Cl)coc12	-5.9%
Cc1ccc(S(=O)(=O)Nc2cc3c(cc2NCc2ccccc2)n(C)c(=O)n3C)c(C)c1	?
Cc1ccc2nc3c(cc(C(=O)NC4CCCCC4)c(=N)n3C(C)C)c(=O)n2c1	-2.1%
COC(=O)c1ccc(Cl)cc1NC(=O)N1CCC(CN2CCCC2)CC1	-1.1%
CC(C)(C)c1ccc(C(=O)Nc2nnc3n2CCS3)cc1	6.01µM*
Cc1c(C(=O)NCc2ccccc2Cl)sc2nc[nH]c(=O)c12	-2.1%
O=C(O)Cn1c(-c2cccs2)cc2cc(Cl)ccc21	?
COc1cccc2c1cc1c(=O)n(CC(=O)N3CCN(c4ccc(Cl)cc4)CC3)nc(C)n12	-1.1%
CCOc1ccccc1CNC(=O)c1cnn(-c2ccc(C)cc2)c1-n1cccc1	-16.9%

Ordered by molecular weight (lowest first): some entries from above
SMILES	FLuc modulator
O=C(O)Cn1c(-c2cccs2)cc2cc(Cl)ccc21	?
CC(C)(C)c1ccc(C(=O)Nc2nnc3n2CCS3)cc1	6.01µM*
COC(=O)c1ccc(Cl)cc1NC(=O)N1CCC(CN2CCCC2)CC1	-1.1%

(listing goes on)
SMILES	FLuc modulator
CCN(CC)CCNC(=O)C(=O)NCC(c1ccc2c(c1)OCO2)N1CCOCC1 (stereo unspecified)	-1.8%
COc1ccc(Br)cc1CNC(=O)C1CCN(c2nnc(-n3cccc3CNc3ccc(C)cc3)s2)CC1	-9.3%
COCCNC(=O)C(=O)Nc1c2c(nn1-c1ccccc1)CS(=O)(=O)C2	4.6%
CCOc1cc(CNC(=O)c2ccc(Cn3c(=O)c4cccn4c4cccnc43)cc2)ccc1OC	-8.6%
CCCOc1ccc(C(=O)Nc2cccc(NC(=O)c3cccc(Cl)c3)c2)cc1	12µM*
O=C1C(c2ccc(F)cc2)N(CCc2ccc(Cl)cc2)C(=O)CN1C1CCCCC1 (stereo unspecified)	3.8%
Cc1ccc2ncc(C(=O)N3CCN(c4ccccc4F)CC3)c(=O)n2c1	3.0%
COc1ccccc1-c1nc(S(=O)(=O)c2ccccc2)c(N2CCC(C)CC2)o1	5.3%
CCOc1ccccc1NS(=O)(=O)c1cc(-c2cnc(C3CC3)o2)ccc1C	-3.8%
Clc1ccc(CCNc2nc3cc(Cl)c(Cl)cc3n3cnnc23)cc1	1.3%
O=C(NCCc1nc2ccccc2n1Cc1ccc(Cl)cc1Cl)c1ccco1	-10.1%
CCc1ccc(S(=O)(=O)Nc2ccc3oc(C)c(C(=O)OCCOC)c3c2)cc1	?
CCCN1Cc2cccc(C(=O)Nc3cc(C)cc(C)c3)c2C1=O	-7.8%
COc1ccc(Cl)cc1NC(=O)CSc1ccc(-c2sc(C)nc2C)nn1	?
CCOC(=O)c1ccccc1NC(=O)CSc1nc(=O)[nH]c2c1CCC2	-13.6%
O=C(Cn1cc(SCc2ccccc2F)c2ccccc21)N1CCCCCC1	?
CC(=O)N1CCc2cc(S(=O)(=O)NC(Cc3ccccc3)C(=O)Nc3cc(C)cc(C)c3)ccc21 (stereo unspecified)	-3.5%
CC1=C(c2ccc(C(C)C)cc2)S(=O)(=O)N=C1N1CCN(c2ccc(F)cc2)CC1	3.0%
Cc1ccc(C2C=C(c3ccccc3)Nc3nc(NS(=O)(=O)c4ccccc4)nn32)cc1 (stereo unspecified)	?
COc1ccc(OCCn2nnc3sc4c(c3c2=O)CCCC4)cc1	-3.6%
Cc1ccc(NC(=O)CN2C(=O)c3cccnc3Sc3ccccc32)cc1C	?
Cc1cccc2c1N(Cc1ccccc1OCCC(C)C)C(=O)C2=O	-2.1%
CC1CCN(S(=O)(=O)c2ccc3c(c2)CCN3C(=O)Nc2ccc(Br)cc2F)CC1	0.1%
CCCCC(CC)CNC(=O)C1CCC(CNS(=O)(=O)c2cccc3nsnc23)CC1 (stereo unspecified)	1.2%
Cc1ccc(C)c(Cn2nnc(C(=O)NCc3ccccc3)c2N)c1	-0.3%
CCN1CCN(C(=O)Cn2ncc3c4ccccc4n(Cc4ccccc4F)c3c2=O)CC1	-1.3%
Cc1ccc(CNC(=O)Cn2cc(C(=O)c3ccc(Cl)cc3)c(=O)c3ccc(C)nc32)cc1	2.6%
COc1cccc(N2CC(NC(=O)/C=C\c3ccc4c(c3)OCO4)CC2=O)c1 (stereo unspecified)	-5.5%
COc1ccccc1OCc1nc2ccccc2n1Cc1ccccc1	?
CCOC(=O)c1[nH]c(C)c(CCC(=O)Nc2ccccc2OCC)c1C	-7.7%
Cc1ccc(C)c(N2CCN(C(=O)c3noc4c3CCCCC4)CC2)c1	7.3%
COc1ccc(CCNC(=O)Cn2c(=O)c3cccn3c3ccccc32)cc1OC	-16.9%
O=C(OCc1cc(=O)n2c3c(sc2n1)CCCC3)c1cccc(NC(=O)c2ccccc2F)c1	?
Cc1ccc2[nH]c(CSc3nnc(NC(=O)COc4ccccc4Cl)s3)cc(=O)c2c1	?
CCOc1ccc(NC(=O)CSc2nc(-c3cccc(Cl)c3)nc3c2Cc2c(CO)cnc(C)c2O3)cc1	-4.9%
O=C(CSc1nnc2scc(-c3ccccc3)n12)Nc1ccc(Cl)cc1	-1.3%
Cc1ccc(CN2CCSc3ccc(C(=O)Nc4ccc(F)cc4F)cc32)cc1	-3.9%
COc1ccccc1CCNC(=O)Cc1c(C)c2ccc(O)cc2oc1=O	-13.8%
CCc1ccc(C2=C(C)C(N3CCC(C(=O)Nc4ccc(F)cc4)CC3)=NS2(=O)=O)cc1	0.2%
Cc1nn(C)c(C)c1S(=O)(=O)N(CC(=O)N1CCN(c2ccccc2)CC1)c1ccc(C(C)C)cc1	-6.8%
COc1cc(NC(=O)c2sc3nc4n(c(=O)c3c2C)CCCCC4)cc(OC)c1OC	-1.5%
CCOC(=O)c1c(C)oc2nc(C)nc(NCc3cccc(OC)c3)c12	3.0%
Cn1c(=O)n(C/C=C/c2ccccc2)c(=O)c2c1nc1n2CCN1c1ccc(F)cc1	?
COc1ccc(CN2CCCN(CC(=O)Nc3ccc4c(c3)OCCO4)S2(=O)=O)cc1	2.2%
CSc1ccc(C2c3c(oc4cc(C)cc(C)c4c3=O)C(=O)N2Cc2ccco2)cc1 (stereo unspecified)	2.9%
CCOc1ccc(N(C(=O)CC(C)C)S(=O)(=O)c2ccc3c(c2)oc(=O)n3C)cc1	-9.4%
COC(=O)c1ccccc1NC(=O)c1ccc2c(c1)CCN2S(C)(=O)=O	-13.3%
Cc1cccc(OCC(=O)NCCc2nc3ccccc3[nH]2)c1C	4.7%
Cc1ccc(C(=O)Nc2ccc(C(=O)OCc3cc(=O)n4c5c(sc4n3)CCCC5)cc2)cc1	-5.2%
Cn1c(=O)c2cc(C(=O)NCCCN3CCN(c4ccccc4F)CC3)sc2c2ccccc21	-7.8%
COc1cc(OC)cc(-n2c(=O)c3sccc3n(Cc3cc(=O)n4c(C)cccc4n3)c2=O)c1	-5.1%
CCc1ccc(-n2c(=O)c3c4c(sc3n(CC(=O)c3ccc(F)cc3)c2=O)CCC4)cc1	-6.2%
COc1ccc(CNC(=O)Cc2c(C)c3cc4c(C)coc4cc3oc2=O)cc1OC	-6.4%
CCc1ccc(Oc2c(C(F)(F)F)oc3c(CN4CCCC(C)C4)c(O)ccc3c2=O)cc1 (stereo unspecified)	1.7%
CCOC(=O)C1CCN(CCC(=O)Nc2ccc(OC)cc2)CC1	1.1%
CSCCC(NS(=O)(=O)c1cccs1)C(=O)Nc1ccc(C)c(Cl)c1 (stereo unspecified)	-3.0%
Cc1ccc(CCNC(=O)c2ccc(CSCc3ccc(C)cc3)o2)cc1	-15.0%
Cc1cc(C)cc(OCC(=O)Nc2c(C)ccc3nsnc23)c1	1.3%
CC(=O)Nc1cccc(-c2nnc(SCC(=O)c3cc([N+](=O)[O-])ccc3Br)o2)c1	-14.0%
COc1ccc(OC)c(CCNC(=O)C2=C(C)C(=O)OC23CCC(C)CC3)c1 (stereo unspecified)	-1.3%

New compounds follow:
SMILES	FLuc modulator
CCOC(=O)N1CCC(NC(=O)c2ccc3c(c2)N(Cc2ccc(F)cc2)C(=O)c2ccccc2S3(=O)=O)CC1	-4.1%
COc1ccc(CNC(=O)c2cc(Nc3ccc(C)cc3C)nc3ccccc23)cc1	8.49µM*
COc1ccccc1Cc1nc2ccccc2nc1SCC(=O)N1CCCCC1	-12.7%
CC(C)(C)C1CCc2onc(C(=O)Nc3sc4c(c3C(N)=O)CCCC4)c2C1 (stereo unspecified)	-16.2%
Cc1ccc(C2=Nc3ccccc3N(CC(=O)Nc3ccccc3C)C(=O)C2)cc1C	10.7µM*
CCOC(=O)c1c(C)[nH]c(CCC(=O)Nc2ccccc2C(F)(F)F)c1C	-6.7%
CCOC(=O)c1ccc(NC(=O)c2c(NCc3cccs3)sc3c2CCCCC3)cc1	?
COc1cccc(OCc2nc3ccccc3n2Cc2ccccc2C)c1	?
COc1ccc(C2C(=O)N(C3CCC(C)CC3)CC(=O)N2CCc2ccccc2)cc1OC (stereo unspecified)	-0.1%
Cc1ccc(C)c(NS(=O)(=O)c2cc3c(cc2C)n(C)c(=O)c(=O)n3C)c1	4.5%
Cc1cccc(NC(=O)CSc2cn(CC(=O)N3CCC(C)CC3)c3ccccc23)c1C	-13.4%
COc1cc(NC(=O)c2ccc(-c3nc(CSc4ccccc4)c(C)o3)cc2)cc(OC)c1	-11.8%
CC1=C(c2ccc(F)cc2)S(=O)(=O)N=C1N1CCC(C(=O)NCCc2ccccc2C)CC1	4.6%
O=C(CCc1ccccc1)NCCc1csc(-c2cccc(F)c2)n1	-0.2%
Cc1ccc(CSc2oc(-c3cccs3)nc2S(=O)(=O)c2ccccc2)cc1	3.9%
CCCCCOC(=O)CSc1nc2sc3c(c2c(=O)n1Cc1ccccc1)CC(C)(CC)OC3 (stereo unspecified)	3.0%
COc1ccc(NC(=O)CSC2=Nc3ccccc3C3=NC(CC(=O)NCc4ccc(F)cc4)C(=O)N23)cc1 (stereo unspecified)	-9.3%
COC(=O)c1ccc(NS(=O)(=O)c2ccc3[nH]c4c(c3c2)CCCC4)cc1	-16.6%
COc1ccc2c(c1)CCc1c(C(=O)Nc3cnn(Cc4ccc(Cl)cc4Cl)c3)noc1-2	-4.9%
COc1ccc(N2CCN(Cc3nnc(-c4cccc(Br)c4)o3)CC2)cc1	3.4%
Cc1ccc(-c2nnc(Nc3cccc(Br)c3)c3ccccc23)cc1S(=O)(=O)N1CCCCC1	4.7%
COc1ccccc1NC(=O)CSc1cn(CC(=O)N2CCCC2)c2ccccc12	-9.5%
COc1ccc(-c2nc(CNC(=O)Nc3ccccc3)c(C)o2)c(OC)c1	-15.8%
CCc1ccc(N2CC(c3nnc(NC(=O)c4ccco4)s3)CC2=O)cc1 (stereo unspecified)	?
Cc1ccc(N2CCN(Cc3nnc(-c4ccccc4F)o3)CC2)c(C)c1	-9.7%
O=C(NC1CC(=O)N(c2cccc(F)c2)C1)c1ccc(S(=O)(=O)N2CCCC2)cc1 (stereo unspecified)	-6.6%
COc1ccc(C(=O)NCC(c2ccc3c(c2)OCO3)N2CCN(c3ccccc3F)CC2)cc1 (stereo unspecified)	-4.0%
O=C(NCc1cccc(Cl)c1)C1CCN(c2nn3cc(-c4ccc(F)cc4)nc3s2)CC1	-1.5%
CCOc1ccc(C2c3c(oc4cc(C)c(C)cc4c3=O)C(=O)N2c2ccccn2)cc1 (stereo unspecified)	1.1%

Some of the compounds tested. The share of hits here may be higher or lower than overall.
